# D2 antag – HTS Assay for Allosteric Antagonists of the Human D2 Dopamine Receptor: Primary Screen for Antagonists; D(2) dopamine receptor (Homo sapiens), P14416; HEK293 TREx D2 cells, calcium flux, dopamine EC80; inhibition, % at 10 µM; hit rate 2% among 340,000; in the data active = inhibition above about 30%; also: 0% is about no effect
#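 Tetracycline-induced HEK293 TREx cells expressing D2 receptor forced-coupled to calcium signalling, loaded with no-wash calcium dye. Compounds added and calcium flux read 180 s, then dopamine added at EC80 and read a further 180 s.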
# D2 potentiator – HTS Assay for Positive Allosteric Modulators of the Human D2 Dopamine Receptor: Primary Screen for Potentiators. D(2) dopamine receptor (Homo sapiens), P14416. HEK293 T-REx D2, calcium flux, EC20 dopamine potentiation. potentiation, % at 10 µM. hit rate 0.34% among 340,000;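 active = potentiation over 3 SD above the plate norm, cut at about 30% in these data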; also: 0% is about no effect
#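 Using a no-wash calcium dye in inducible, force-coupled HEK293 Trex cells expressing D2, we tracked fluorescence each second for 180 s after compound, then for 180 s after EC20 dopamine to detect augmented signalling.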
# D1 antagonist – Antagonist of Human D 1 Dopamine Receptor: qHTS; D(1A) dopamine receptor (Homo sapiens), P21728; HEK293 TREx D1 cells, calcium flux, dopamine EC80; stronger effect = lower value; activity change, negative = inhibition, % at 10 µM; hit rate 3.2% among 360,000; AID 504652, 2011; in the data active = activity change below about -30%; also: % is scaled to controls: 0 for no effect and ±100 for the full control effect
#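 Inducible Hek293 Trex D1 cells (tetracycline, overnight, 30 C). Calcium dye 30–90 min RT. Antagonist mode: EC80 dopamine added after 180 s compound read.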
# D2 ag – HTS Assay for Allosteric Agonists of the Human D2 Dopamine Receptor: Primary Screen for Agonists. D(2) dopamine receptor (Homo sapiens), P14416. HEK293 T-REx D2 cells, calcium flux agonist mode. activation, % at 2 µM. hit rate 0.53% among 340,000. AID 485358, 2010;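 active = activation over 3 SD above normal in the single-dose calcium agonist read, cut at about 30% in these data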; also: 0% is about no effect
#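 HEK293 Trex D2 cells, tetracycline-induced, o/n 30 C 5% CO2; no-wash Ca dye, RT 30–90 min; 10-cycle baseline, 23 nl cpd added, kinetic Ca read 180 s; agonist hits = positive Ca response.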
# D1 PAM – Potentiators of Human D1 Dopamine Receptor: qHTS; HEK293 TREx D1 cells, calcium flux, dopamine EC20 potentiation; potentiation, % at 10 µM; hit rate 0.036% among 360,000; AID 504651, 2011; in the data active = potentiation above about 30%; also: 0% is about no effect
# TRHR agonist – qHTS for Small Molecule Agonists and Allosteric Enhancers of Human TRH Receptor: Primary Screen for Agonists | Thyrotropin-releasing hormone receptor (Homo sapiens), P34981 | TRHR cells, calcium flux fluo-8, FDSS agonist mode | activation, % at 2 µM | hit rate 0.18% among 360,000 | AID 493084, 2011; also: 0% is about no effect
#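 In this calcium-flux screen, cells bearing human TRHR are dye-loaded with fluo-8, baselined for 10 cycles, then exposed to library compounds; positive kinetic calcium responses during the agonist phase mark hits, with TRH as control.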
# TRHR PAM – qHTS for Small Molecule Agonists and Allosteric Enhancers of Human TRH Receptor: Primary Screen for Enhancers. TRHR cells, fluo-8 calcium fluorescence, EC20 TRH enhancement. enhancement, % at 2 µM. hit rate 0.66% among 360,000. AID 493056, 2011; in the data active = enhancement above about 30%; also: 0% is about no effect
#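 TRHR-expressing cells loaded with fluo-8 calcium dye were read kinetically (ex 480/em 530) during compound addition, then stimulated with an EC20 of TRH (10 nM final). Enhancement of the Gq-mediated intracellular calcium response was scored.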
# D1 ag – Allosteric Agonists of the Human D1 Dopamine Receptor: qHTS; hit rate 1% among 360,000; AID 504660, 2011; HEK293 T-REx D1 cells, calcium flux, agonist mode; activation, % at 2 µM; D(1A) dopamine receptor (Homo sapiens), P21728; also: 0% is about no effect
#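 Inducible HEK293 T-REx D1 cells, force-coupled to calcium signalling, were plated at 4000 cells/well with tetracycline and held overnight at 30 C. After no-wash calcium dye loading, compound-evoked calcium rise over 180 s flagged agonists.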
# RXFP1 antag – qHTS Assay for Antagonists of the Relaxin Receptor RXFP1. activity change, negative = inhibition, % at 57.5 µM. AID 1259400, 2018. Relaxin receptor 1 (Homo sapiens), Q9HBX9. HEK293-RXFP1, relaxin-stimulated cAMP HTRF, 30 min; stronger effect = lower value. hit rate 0.59% among 350,000;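 active = activity change of -60% or lower, but not beyond a set lower limit; inconclusive = change between -60% and -40%, or beyond the set limit; inactive = change above -40%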; also: % is scaled to controls: 0 for no effect and ±100 for the full control effect
# Target sequence (Q9HBX9 whole entry, looked up): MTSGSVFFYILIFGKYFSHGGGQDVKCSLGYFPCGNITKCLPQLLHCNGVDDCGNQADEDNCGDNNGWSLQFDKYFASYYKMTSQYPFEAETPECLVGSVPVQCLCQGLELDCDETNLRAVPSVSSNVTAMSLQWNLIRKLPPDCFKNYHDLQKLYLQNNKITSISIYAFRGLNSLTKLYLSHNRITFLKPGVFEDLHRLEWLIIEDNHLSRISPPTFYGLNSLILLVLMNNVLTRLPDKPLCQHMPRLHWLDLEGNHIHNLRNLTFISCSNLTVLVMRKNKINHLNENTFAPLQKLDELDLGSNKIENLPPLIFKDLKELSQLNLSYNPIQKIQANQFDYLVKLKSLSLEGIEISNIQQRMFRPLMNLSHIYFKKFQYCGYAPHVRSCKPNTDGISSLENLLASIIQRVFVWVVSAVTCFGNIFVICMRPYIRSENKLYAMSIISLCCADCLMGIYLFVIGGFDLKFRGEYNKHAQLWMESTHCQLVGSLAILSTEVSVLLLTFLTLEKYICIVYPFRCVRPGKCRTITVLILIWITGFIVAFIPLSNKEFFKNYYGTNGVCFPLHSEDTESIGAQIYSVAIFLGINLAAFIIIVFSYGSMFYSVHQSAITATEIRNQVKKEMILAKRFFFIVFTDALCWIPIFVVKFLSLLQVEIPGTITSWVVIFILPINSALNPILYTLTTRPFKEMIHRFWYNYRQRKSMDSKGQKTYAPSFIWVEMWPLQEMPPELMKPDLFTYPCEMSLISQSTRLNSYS
# Numbers without * were called inactive; u = inconclusive; x = no result given; & = joins results of further samples. Rule as the data show it, unless noted: active = activation above about 30%; inactive = the rest.
SMILES,D2 antag,D2 potentiator,D1 antagonist,D2 ag,D1 PAM,TRHR agonist,TRHR PAM,D1 ag,RXFP1 antag
Cc1ccc(S(=O)(=O)N2CC=C(C(=O)NCc3ccc(F)cc3)CC2)cc1,-18,6,-7,0.3,-5,-1.1,0,-4,x
CC1=CC(C)(C)N2C(=O)C(=Nc3ccc(O)cc3)c3cccc1c32,2,8,-36*,-1.5,-6,1.0,0,1,-1
O=C(CSc1nnc(NC(=O)NC2CCCCC2)s1)Nc1ccccc1F,x,-13,x,0.6,-1,-0.3,11,-2,-8
O=C(CCc1ccccc1)NNC(=O)c1ccccc1Cl,-5,2,1,0.0,-7,0.0,-3,0,5
COc1ccc(CCNC(=O)COc2ccc(C)nc2[N+](=O)[O-])cc1,-6,12,-3,1.8,6,-0.5,-8,4,1
CCOc1ccc(C(=O)Nc2cccc(-c3cc4ccccc4oc3=O)c2)cc1[N+](=O)[O-],0,-4,-4,-0.8,-7,0.6,-6,4,4
COCCNC(=O)C(c1ccc(C)o1)N(Cc1ccco1)C(=O)c1snc(C(N)=O)c1N (stereo not drawn),11,4,8,0.7,-5,-0.1,-1,1,18
COc1cccc(/C=C2/SC(=S)N(CCC(=O)N3CCOCC3)C2=O)c1,-17,9,3,0.0,-1,-0.3,4,-2,-13
COc1ccc(CCN(C)C(=O)c2ccc(OCC(=O)N3CCOCC3)c(OC)c2)cc1OC,-2,19,-3,-0.6,-6,-0.1,3,0,3
COc1ccc(OC)c(S(=O)(=O)N2CCC(C(=O)N3CCc4ccccc4C3)CC2)c1,x,x,1,x,1,-0.8,7,0,-6
O=C(CSCc1cccc(Br)c1)N/N=C/c1ccc2c(c1)OCO2,33*,0,-10,0.0,-7,0.6,-6,4,-7
Cc1ccc(-n2c(SCC(=O)NCCC3=CCCCC3)nc3n[nH]c(C)c3c2=N)cc1Cl,8,-7,-3,0.2,-6,0.1,1,5,3
Cc1ccc(-n2cccc2C(=S)N=P(N(C)C)(N(C)C)N(C)C)cc1,x,x,38,x,-2,-0.6,6,1,7
Cc1conc1NC(c1cccs1)c1ccc2cccnc2c1O (stereo not drawn),-23,12,-12,1.0,-1,0.4,-3,3,x
COc1ccc(-c2nnc(SCC(=O)NC3CCCC3)n2C)cc1,-12,0,-2,1.3,x,1.3,1,2,0
O=C(Nc1ccccc1C(=O)N1CCCC1)c1cccc(S(=O)(=O)N2CCCCC2)c1,-12,4,6,0.7,-3,-0.3,-8,0,1
CCN(c1ccccc1)S(=O)(=O)c1ccc(Cl)c(NC(=O)COC(=O)c2ccc[n+]([O-])c2)c1,-19,11,-7,-2.6,22,0.0,17,3,-15
Cc1ccc(N2C(=O)C3CCCN3C2=S)cc1C (stereo not drawn),-2,0,-5,0.8,11,-0.2,2,-1,5
CCOC(=O)c1ccc(NC(=O)NCCc2cnc[nH]2)cc1,-11,-2,5,0.3,-2,0.0,-5,3,12
CCN(CC)CCNC(=O)c1ccc(CS(=O)(=O)c2ccc(Br)cc2)o1,5,5,-1,-0.1,2,-0.7,3,4,-3
CCCN1CCN(c2ccc([N+](=O)[O-])cc2C#N)CC1,4,-10,0,0.1,-1,-0.6,6,0,8
CCOC(=O)c1ccccc1NC(=O)CSc1nnnn1C1CCCCC1,-10,12,13,0.2,14,0.7,-2,10,9
O=C(OCC(=O)N1CCCC1=O)C1COc2ccccc2O1 (stereo not drawn),7,4,-12,2.9,-4,-0.7,-7,2,-7
COC(=O)Cc1ccc(NC(=S)NC(C)(C)C)cc1,-12,-1,x,-0.6,-4,1.2,5,1,-20
Cc1sc2nc(CC(=O)NN)[nH]c(=O)c2c1C,7,7,3,1.1,1,0.0,-5,0,-6
# Next results follow.
SMILES,D2 antag,D2 potentiator,D1 antagonist,D2 ag,D1 PAM,TRHR agonist,TRHR PAM,D1 ag,RXFP1 antag
O=C(CC1SC(N2CCCCC2)=NC1=O)Nc1cccc(C(F)(F)F)c1 (stereo not drawn),79*,-29,-34*,-1.3,-4,-0.7,3,1,2
CCSc1nnc(-c2ccc(C)cc2)c2ccccc12,-2,-3,7,-0.4,-9,-0.6,0,4,-29
CCc1ccc(N2CCn3c2nc2c3c(=O)n(C/C=C/c3ccccc3)c(=O)n2C)cc1,x,5,3,-1.6,2,0.2,3,2,20
CCC(=O)Oc1ccc2oc(=O)cc(C)c2c1,2,13,20,0.3,1,-0.2,0,0,-1
O=C(c1ccc2oc(CCc3ccccc3)nc2c1)N1CC[C@H](O)C1,-10,12,-7,0.5,3,0.1,-2,1,6
Cc1cc(NC(=O)C(C)SCC(=O)O)no1 (stereo not drawn),9,3,-24,1.3,-5,0.2,-7,3,-1
Cc1ccc(OCCC(=O)OCC(=O)NC(=O)NCc2ccccc2)cc1,-5,-1,9,-0.2,1,-0.3,0,0,-6
Cn1c(CNC(=O)OC(C)(C)C)n[nH]c1=S,6,9,-20,-0.2,5,0.2,-2,3,13
COCCn1c(-c2ccccc2)nc2ccccc21,-3,8,-1,0.1,1,-1.2,-2,3,-5
CC(=O)Nc1ccc(S(=O)(=O)N2CCCN(c3nc(C)cc(C)c3C#N)CC2)cc1,-18,4,-5,-0.1,8,-0.3,-4,3,-6
CCNC(=O)c1ccc(-n2nc(C(F)(F)F)c3c2CCCC3)cc1,5,-1,-7,-0.7,-2,-0.7,-5,0,-1
Cn1c(=O)oc2cc(S(=O)(=O)N3CCCC(C(=O)NCCc4ccc(Cl)cc4)C3)ccc21 (stereo not drawn),x,-11,16,-0.5,4,-1.2,0,4,x
O=C(O)C1CSC(c2ccccc2Cl)N1C(=O)c1ccc(Cl)cc1 (stereo not drawn),7,-1,0,1.2,1,0.0,-4,3,-15
Cc1ccc2c(c1)C(C)(c1ccccc1)CC(C)(C)N2C(=O)c1ccc(F)cc1 (stereo not drawn),x,1,-3,0.9,0,0.3,-5,1,3
COCCNC(=O)c1ccc2c(c1)ncn2-c1ccc(F)c(F)c1,-4,-3,-3,0.6,-6,1.3,-11,4,-9
O=C(NCC1CCCO1)C1CCCN(S(=O)(=O)c2ccc(Br)cc2)C1 (stereo not drawn),-4,3,-12,-0.4,-5,-1.1,3,1,0
CCOC(=O)c1c(OCCO)noc1N,7,-4,-19,-0.2,-3,0.9,-2,2,8
C/C(=N\NC(=O)CCC(=O)Nc1ccccc1)c1cccs1,-22,1,3,0.5,4,0.0,-3,2,-2
Oc1ccccc1/C=N/Nc1cccc2cccnc12,-9,22,19,0.7,2,-0.9,0,7,-3
O=C(NC(=S)NNC(=O)c1ccccc1F)c1cccnc1,6,0,0,-0.7,-5,-0.9,-3,4,-17
Cn1c(NC(=O)c2ccc(Br)o2)cc(=O)n(C)c1=O,-5,12,24,-0.5,9,0.3,3,4,-5
CCN1C(=O)c2cccc3c(S(=O)(=O)Nc4ncccc4C)ccc1c23,3,6,-22,0.7,-5,-0.9,-2,0,6
CCOC(=O)c1cccc(NC(=O)c2ccc3c(c2)OCO3)c1,13,5,12,-0.4,-3,-0.3,1,-1,-4
CCC(C)NC(=O)c1ccc2nc(Cc3ccc(OC)cc3)oc2c1 (stereo not drawn),4,6,18&0,-1.1&-1.5,0&-1,-0.5&0.4,-1&2,1&0,-2&-14
C=CCn1c(=O)c2c(nc3n2CC(C)CN3c2cccc(OC)c2)n(C)c1=O (stereo not drawn),-4,7,15,-0.1,x,-0.6,3,3,x
CCC(C(=O)OCC(=O)Nc1ccc(OC)cc1OC)c1ccccc1 (stereo not drawn),16,9,-3,-0.5,0,0.1,1,4,-2
C=CCN(C(=O)c1cccc(C(F)(F)F)c1)C1(C(=O)Nc2ccccc2)CCN(C(C)C)CC1,2,-10,6,-0.1,-4,0.9,24,4,u
COc1ccc(CCNCC(=O)Nc2ccc(C)c(S(=O)(=O)N(C)C)c2)cc1OC,-10,-7,-2,0.1,-4,-0.4,3,3,9

# 12 compounds out of the list, ordered by heavy-atom count, smallest number first:
SMILES,D2 antag,D2 potentiator,D1 antagonist,D2 ag,D1 PAM,TRHR agonist,TRHR PAM,D1 ag,RXFP1 antag
CCOC(=O)c1c(OCCO)noc1N,7,-4,-19,-0.2,-3,0.9,-2,2,8
Cc1cc(NC(=O)C(C)SCC(=O)O)no1 (stereo not drawn),9,3,-24,1.3,-5,0.2,-7,3,-1
Cn1c(NC(=O)c2ccc(Br)o2)cc(=O)n(C)c1=O,-5,12,24,-0.5,9,0.3,3,4,-5
O=C(NC(=S)NNC(=O)c1ccccc1F)c1cccnc1,6,0,0,-0.7,-5,-0.9,-3,4,-17
CCNC(=O)c1ccc(-n2nc(C(F)(F)F)c3c2CCCC3)cc1,5,-1,-7,-0.7,-2,-0.7,-5,0,-1
O=C(c1ccc2oc(CCc3ccccc3)nc2c1)N1CC[C@H](O)C1,-10,12,-7,0.5,3,0.1,-2,1,6
CCC(C(=O)OCC(=O)Nc1ccc(OC)cc1OC)c1ccccc1 (stereo not drawn),16,9,-3,-0.5,0,0.1,1,4,-2
Cc1ccc(OCCC(=O)OCC(=O)NC(=O)NCc2ccccc2)cc1,-5,-1,9,-0.2,1,-0.3,0,0,-6
C=CCn1c(=O)c2c(nc3n2CC(C)CN3c2cccc(OC)c2)n(C)c1=O (stereo not drawn),-4,7,15,-0.1,x,-0.6,3,3,x
Cc1ccc2c(c1)C(C)(c1ccccc1)CC(C)(C)N2C(=O)c1ccc(F)cc1 (stereo not drawn),x,1,-3,0.9,0,0.3,-5,1,3
COc1ccc(CCNCC(=O)Nc2ccc(C)c(S(=O)(=O)N(C)C)c2)cc1OC,-10,-7,-2,0.1,-4,-0.4,3,3,9
Cn1c(=O)oc2cc(S(=O)(=O)N3CCCC(C(=O)NCCc4ccc(Cl)cc4)C3)ccc21 (stereo not drawn),x,-11,16,-0.5,4,-1.2,0,4,x

# Not a hit list; any-hit rate near 7.3%.
